Screens as filed in PubChem BioAssay.
Giardia kill = Giardia lamblia killing | Giardia lamblia trophozoite viability | activity change, % at 7.66 µM, hits read low | actives 0.15% (n = 340,000) | AID 540267; in the data active means activity change below about -80%; inconclusive means between about -30% and that limit;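 further: parasites exposed to compound for two days anaerobically before the ATP read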
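Giardia trophozoites, 100 cells per well, were exposed to compounds for 48 hrs at 37 deg C under anaerobic conditions; viability was then read as ATP content by bioluminescence after 15-30 min at room temperature.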
PKM2 act = activators of human pyruvate kinase M2 | actives 0.34% (n = 260,000) | P14618 | purified PKM2, Kinase-Glo ATP luminescence, activation; response scale: 0% is enzyme alone, no compound | AID 1631 | Potency, µM (series often up to 57.5 µM), inactives show at the highest dose activation, most hits filed as activators; further: potency means the concentration at half of the fitted maximal effect; nearly all actives have a fitted effect of over 55% in size
Target sequence (P14618 whole entry, looked up): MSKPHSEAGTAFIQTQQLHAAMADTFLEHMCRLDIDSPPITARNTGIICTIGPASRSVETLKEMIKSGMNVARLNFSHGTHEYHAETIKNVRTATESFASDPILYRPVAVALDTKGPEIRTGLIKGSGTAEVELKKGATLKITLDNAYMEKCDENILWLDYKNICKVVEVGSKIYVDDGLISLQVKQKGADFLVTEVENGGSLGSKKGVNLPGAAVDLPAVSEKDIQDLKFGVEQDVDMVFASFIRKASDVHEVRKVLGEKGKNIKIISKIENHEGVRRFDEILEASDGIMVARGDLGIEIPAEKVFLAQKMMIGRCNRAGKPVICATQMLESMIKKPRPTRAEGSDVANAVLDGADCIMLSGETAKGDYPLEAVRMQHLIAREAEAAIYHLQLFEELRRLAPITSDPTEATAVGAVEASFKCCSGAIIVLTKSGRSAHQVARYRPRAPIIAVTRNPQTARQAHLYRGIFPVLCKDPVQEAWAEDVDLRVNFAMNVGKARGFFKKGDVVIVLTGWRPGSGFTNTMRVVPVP
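hPK-M2, >95% pure; 0.1 mM ADP / 0.5 mM PEP final; imidazole pH7.2 buffer w/ 7 mM MgCl2, 50 mM KCl; 1 h RT; Kinase-Glo lum. Intermediate enzyme activity for dual inhibitor/activator qHTS.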
GALK inhibitor = galactokinase (human) inhibition; P51570; Purified GALK, Kinase-Glo residual ATP luminescence; Potency, µM (top dose mostly 57.5 µM), without a hit: top-dose activity change, negative = inhibition, most hits filed as inhibitors; actives 0.007% (n = 270,000); AID 1868; further: potency means the concentration at half of the fitted maximal effect
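5 nM enzyme, 35 uM ATP, 100 uM galactose, 20 mM HEPES pH8.0, 5 mM MgCl2; 1 h RT; residual ATP by Kinase-Glo Plus luminescence, qHTS format.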
uPA surface inh = inhibitors of cell surface uPA generation; cell surface uPA generation assay, qHTS; actives 0.31% (n = 330,000); Potency, µM (series often up to 38.3 µM), for the others: at the highest dose activity change, negative = inhibition, actives largely listed as inhibitors; active means well fitted inhibition curve with a large enough effect; inconclusive means small, poorly fitted or top-dose-only effect; inactive means no such curve, though single readings can be large or run the other way; tested in mouse RAW 264.7 cells; further: potency means the concentration at half of the fitted maximal effect; nearly all actives have a fitted effect of over 55% in size
Eya2 inh = Eya2 (human) phosphatase inhibition; actives 0.006% (n = 330,000); AID 488837; O00167; Potency, µM (series often up to 76.9 µM), for inactives: at the highest dose activity, negative = inhibition, actives largely listed as inhibitors; recombinant Eya2, OMFP fluorescence dephosphorylation (OMFP is methylfluorescein phosphate); further: potency means the concentration at half of the fitted maximal effect
Target sequence (O00167 whole entry, looked up): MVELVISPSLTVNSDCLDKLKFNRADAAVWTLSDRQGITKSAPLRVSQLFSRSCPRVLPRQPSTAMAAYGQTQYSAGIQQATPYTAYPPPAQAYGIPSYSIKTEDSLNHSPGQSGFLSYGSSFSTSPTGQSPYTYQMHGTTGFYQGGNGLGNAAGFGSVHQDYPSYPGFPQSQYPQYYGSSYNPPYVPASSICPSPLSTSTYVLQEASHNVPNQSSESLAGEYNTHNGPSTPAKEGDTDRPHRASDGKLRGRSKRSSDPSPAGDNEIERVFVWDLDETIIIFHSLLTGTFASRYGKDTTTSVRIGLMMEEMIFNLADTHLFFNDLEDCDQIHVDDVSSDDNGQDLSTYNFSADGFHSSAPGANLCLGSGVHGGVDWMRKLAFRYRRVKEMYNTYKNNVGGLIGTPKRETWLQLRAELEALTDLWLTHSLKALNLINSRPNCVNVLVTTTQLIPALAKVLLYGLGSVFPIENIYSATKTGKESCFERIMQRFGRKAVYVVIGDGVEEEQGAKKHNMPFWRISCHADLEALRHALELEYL
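Eya2 protein (added as 0.2 uM solution) was preincubated with compound for 10 min at ambient temperature in 50 mM HEPES pH 7.5, 50 mM NaCl, 5 uM MgCl2, 0.05% BSA, 1 mM DTT. OMFP (added at 50 uM) then reacted 10 min; fluorescence read at 485/525 nm.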
KCNH2 3.1 inh = blocks the human KCNH2 3.1 channel isoform. actives 0.95% (n = 340,000). U2OS KCNH2 3.1, thallium flux FluxOr; hits give low values. activity change, % (tested at about 1.8 µM);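 active means maximum activity change below -70%; inconclusive means maximum activity change from -70% to -50%; inactive means maximum activity change above -50%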;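 further: thallium influx rate constant from kinetic fluorescence after stimulation buffer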
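Channel expression came from 3.1 mutant virus (1.77 x 10^8 /mL) applied to suspended U2OS cells for 4 h. Flux was tracked with FluxOr dye plus Red40 quencher, and kinetic rate constants normalized to controls.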
B2AR arrestin = recruits beta-arrestin to the human beta2-adrenergic receptor; P07550; beta-arrestin recruitment to beta2AR, cell-based reporter; Potency, µM (highest dose often 46.1 µM), for inactives: at the highest dose activation, usual class: activators; actives 0.02% (n = 330,000);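 further: potency means the concentration at half of the fitted maximal effect; 0% = DMSO controls and full agonism = EC100 isoproterenol or metaproterenol; nearly all actives have a fitted effect of over 65% in size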
Chronic BCR inh = chronic active BCR signaling inhibition; ABC-DLBCL IkBa-CBG/CBR reporter, luminescence ratio, 4 h; AID 493014; Potency, µM (titrated, usually from 46.1 µM), for inactives: at the highest dose ratio change, negative = lower green/red ratio, usual class: inhibitors; actives 0.05% (n = 340,000); active means well fitted inhibition curve with a large enough effect in the signal ratio, with a control signal flat, not every such curve was filed as active; inconclusive means small, poorly fitted or top-dose-only effect, or effect the other way, or a change in a side signal; the % refers to the signal ratio;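 further: potency means the concentration at half of the fitted maximal effect; plate controls were basal doxycycline-induced cells for no effect and cells given 10 µM MG132 for full effect; MG132 reads +100%, hits lower the ratio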
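Concentration-response series (up to 46 uM) were applied to TMD8 dual-reporter cells for 4 h at 37C with doxycycline. Green/red ratio, after filter-overlap correction, defined %Activity; red signal alone was normalised to basal cells and zero luminescence.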
USP2a block = blocks human ubiquitin-specific protease USP2a; O75604; USP2 core, Ub-CHOP2 coupled fluorogenic reporter, 485/531; Potency, µM (titrated, usually from 38.3 µM), inactives show at the highest dose activity change, negative = inhibition, hits mostly inhibitors; actives 0.01% (n = 330,000); AID 463254;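 further: potency means the concentration at half of the fitted maximal effect; plate controls were DMSO wells for no effect and full inhibition by NEM control for full effect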
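USP2 core (10nM final) preincubated 30min RT with compound in 20mM Tris-HCl pH 8.0, 2mM CaCl2, 2mM beta-mercaptoethanol, 0.05% CHAPS; 25nM Ub-CHOP2 plus 25nM reporter substrate added, fluorescence (Ex485/Em531) read after 60min.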
Coupling enz = coupling enzyme interference in Giardia aldolase counter-screen. coupling enzyme system counterscreen, AmpLite Red fluorescence. activity change, negative = inhibition, % at 58.2 µM, hits read low. actives 0.67% (n = 290,000). AID 2472; in the data active means activity change below about -30%
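Activity here indicates interference with the coupling reaction, not aldolase inhibition. Compounds at 57.5 uM final met coupling enzymes for 10 min at RT; substrate and AmpLite Red detection followed, with a 525/598 nm fluorescence read after 20 min.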
hERG WT inh = KCNH2 (human, wildtype) channel inhibition; Q12809; U2OS, BacMam KCNH2, thallium flux FluxOr; hits give low values; activity change, % at 1.84 µM; actives 0.37% (n = 340,000); AID 720551;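 active means maximum activity change below -70%; inconclusive means maximum activity change between -70% and -50%; inactive means maximum activity change above -50%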
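U2OS cells transduced with wild-type KCNH2 virus are loaded with FluxOr dye for 45 min, and thallium flux is measured in kinetic reads before and after stimulation buffer. Rate constants are normalized to DMSO controls.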
* hit, by the source's call; ? = inconclusive; / = not tested or not shown. Unless noted, the call rests on the fitted dose curve; in most records, active means well fitted curve in the direction sought with a large enough effect; inconclusive means small, poorly fitted or top-dose-only effect, or another doubt; inactive means no such curve, though single readings can be large; an effect the other way counts as inactive or inconclusive. Unless noted, on the % scale 0 is the no-effect control and ±100 the full control effect.

canonical_smiles	Giardia kill	PKM2 act	GALK inhibitor	uPA surface inh	Eya2 inh	KCNH2 3.1 inh	B2AR arrestin	Chronic BCR inh	USP2a block	Coupling enz	hERG WT inh
O=C1CS/C(=N/N=C2C3CC4CC(C3)CC2C4)N1	-17	4%	0%	-2%	-8%	-15	-0.3%	16%	4%	4	-8
CCOc1ccccc1OCC(=O)NN=C1CCCC(=O)C1	10	/	/	3%	0%	-1	-2.4%	?	23%	/	1
COc1cc(NC(=O)NC(C)(C(F)(F)F)C(F)(F)F)cc(OC)c1OC	1	8%	2%	12%	4%	9	-0.1%	-10%	-1%	-11	0
O=C(N/N=C/c1cn(-c2cccs2)nc1-c1ccccc1)c1ccccc1Cl	-6	-3%	1%	-11%	-3%	-5	0.4%	?	-9%	0	-1
CC(C)NC(=O)C(c1ccc(F)cc1)N(C(=O)CCC(=O)Nc1ccccn1)c1cccc(F)c1 (configuration not stated)	27	-2%	6%	2%	11%	5	-0.5%	-6%	2%	3	-1
CCC(C)c1cc(S(=O)(=O)N2CCOCC2)ccc1OC (configuration not stated)	2	1%	2%	4%	2%	-16	-0.5%	-1%	0%	0	-5
CC(C)CCNC(=O)C(c1cccs1)N(CC1CCCO1)C(=O)Cn1nnc2ccccc21 (configuration not stated)	-19	1%	1%	-2%	14%	-2	-2.0%	5%	0%	-5	-2
O=C1N[C@@H](c2ccccc2)COC(=O)[C@@H](Cc2ccc(F)cc2)C/C=C\C[C@@H]1CC(=O)N(CCO)Cc1ccccc1	-17	/	/	?	11%	2	-0.6%	2%	3%	/	3
O=C(Nc1ccc2c(c1)OCO2)C1CC(=O)N(CCc2ccccc2)C1 (configuration not stated)	0	-3%	-3%	-2%	-10%	3	-0.2%	-3%	4%	-2	-7
COc1cc(C(=S)N2CCN(c3cccc(Cl)c3)CC2)ccc1O	-5	1%	2%	-12%	-10%	-8	-0.8%	-28%	-8%	4	-1
CC1(C)CC(=O)C2=C(C1)OC(N)=C(C#N)C2c1cc2c(cc1[N+](=O)[O-])OCO2 (configuration not stated)	-5	2%	-4%	3%	10%	1	0.0%	0%	7%	-9	0
O=C(CNC(=O)c1ccccc1F)NCCN1C(=O)S/C(=C\c2ccc3c(c2)OCO3)C1=O	-7	/	/	0%	-8%	-28	0.5%	-5%	0%	/	-4
COc1ccc(C2=CC(c3ccc(OC)c(OC)c3)n3nnnc3N2)c(OC)c1 (configuration not stated)	0	-1%	3%	-7%	6%	-23	-0.5%	-2%	-1%	0	-2
COc1ccc(C)cc1NC(=O)C1CCN(S(=O)(=O)c2cccs2)CC1	9	9%	0%	-6%	10%	-2	-0.1%	0%	4%	2	-4
Cc1ccc(C)c(S(=O)(=O)NCc2ccncc2)c1	-5	-2%	-2%	-2%	7%	-1	-1.1%	-2%	-6%	0	-17
O=C(c1cccc(N2C(=O)C3C4C=CC(C4)C3C2=O)c1)N1CCN(c2ccc(F)cc2)CC1 (configuration not stated)	-20	/	-3%	-2%	0%	1	-1.0%	0%	4%	0	6
Cc1cccn2c(=O)c(/C=N/O)c(N3CCCC3)nc12	9	-2%	-6%	/	0%	-1	-0.3%	-2%	-1%	/	-23
Cc1cc(C(c2ccc(O)cc2)c2cc(C)c(O)cc2C)c(C)cc1O	2	-1%	-5%	3%	10%	-1	-0.5%	?	0%	-2	4
Cc1ccc2c(c1)sc(-c1ccc(N(C)C)cc1)[n+]2C	12	/	-4%	?	-1%	-10	-0.1%	?	3%	0	-3
C=CCNC(=O)c1cccc(C(F)(F)F)c1	-18	-3%	0%	/	10%	0	0.2%	0%	-2%	2	/
Cc1ccc(-c2nnn(CC(=O)N3CCC(C)CC3)n2)o1	6	6%	0%	2%	-12%	0	-0.2%	0%	0%	2	-13
COc1cc2c(cc1OC)C(c1cccs1)CC(=O)N2 (configuration not stated)	-10	-2%	8%	-1%	/	3	/	/	/	4	-3
C=CCNc1nc(N)c([N+](=O)[O-])c(NC2CCCCC2)n1	-2	/	/	-13%	-12%	-6	-0.2%	3%	0%	4	14
CCCc1cc(=O)[nH]c(SCC(=O)c2c(N)n(C)c(=O)n(C)c2=O)n1	14	-2%	1%	11%	5%	0	-0.5%	?	-1%	1	-2
Cn1c(O)c(N=NC(=O)CNC(=O)/C=C/c2ccccc2)c2ccccc21	-10	/	-1%	5%	-3%	-184*	0.0%	7%	-3%	0	6
Cc1ncoc1C(=O)Nc1cccc(Cl)c1C	-10	4%	3%	/	3%	6	-0.4%	?	-1%	2	-6
Cc1nn(C)c(Oc2ccccc2)c1[N+](=O)[O-]	2	1%	0%	-1%	10%	-6	-0.6%	?	5%	1	-5
Cc1cc(O)c(C(=O)/C=C/c2cccc([N+](=O)[O-])c2)c(=O)o1	-3	1%	-2%	4%	1%	-9	-0.3%	0%	?	2	-3
C/C(N)=C(/C#N)C(=O)COC(=O)C1CCN(C(=O)c2ccc(Cl)cc2)CC1	8	1%	-1%	-13%	-7%	-7	0.1%	6%	1%	1	12
Cc1ccc(CN2CCN(/N=C/c3ccc(C(=O)O)cc3)CC2)c(C)c1	-15	1%	-1%	2%	-18%	-12	-0.1%	-3%	5%	6	8
COc1ccc(-c2cc(C(F)(F)F)nc(SCC(=O)Nc3ccc4c(c3)OCO4)n2)cc1	?	-2%	1%	5%	6%	9	5.3%	0%	4%	-1	0
COC(=O)C1CCN(C(=O)COC(=O)c2ccc3[nH]c4c(c3c2)CCCC4)CC1	8	/	/	-3%	0%	13	-0.3%	-3%	-1%	/	-33
CCOC(=O)c1sc(N/N=C/c2cccc(C)c2)nc1C	-24	0%	-6%	8%	-31%	5	-0.2%	0%	-2%	-2	0
CCOc1ccc(NC(=O)c2ccccn2)cc1	-93*	-49%	8%	1.6µM*	4%	17	-1.8%	?	0%	0	30
CC(=O)Nc1nonc1-n1nnc(C(=O)NCc2ccccc2)c1C	7	8%	0%	2%	4%	-6	6.6%	1%	3%	1	7
Clc1ccc(Cn2nnc(-c3ccccc3)n2)cc1	-9	2%	-1%	7%	0%	1	-0.1%	?	-3%	0	-10
Nn1c(COc2cccc(Cl)c2)nc2ccccc2c1=O	-8	1%	0%	1%	-1%	-22	0.2%	2%	0%	2	-3
CCc1nc(C)cn1S(=O)(=O)c1cc(F)ccc1OC	10	0%	0%	3%	-10%	19	-0.4%	7%	2%	1	0
CN(C)CCCNCCCNC(=O)c1ccncc1	4	1%	1%	1%	15%	9	-0.3%	-14%	1%	0	-2
Cc1nc(/C(N)=N/OC(=O)Cc2ccccc2)no1	-14	3%	0%	-3%	10%	10	0.1%	?	3%	3	-6
COc1ccc2cc(C(=O)Nc3ccc(S(N)(=O)=O)cc3)sc(=O)c2c1OC	-3	-4%	4%	-1%	-1%	-5	-0.2%	9%	3%	-1	-1
Cc1ccc(C)c(C(=O)Nc2c(C(N)=O)oc3ccccc23)c1	7	-20%	2%	?	3%	-10	-0.7%	?	-1%	0	-6
CC(C)CCC(CCN1CCOCC1)c1ccc2c(c1)OCO2 (configuration not stated)	12	22%	3%	/	-3%	-111*	-1.8%	3%	5%	-3	-115*
COc1ccc(OCCNS(=O)(=O)Cc2ccccc2)cc1	29	5%	-4%	3%	-2%	-3	-0.1%	0%	1%	2	6
Cc1ccc(Cn2cccc2/C=N/NC(=S)Nc2ccc(C)cc2)cc1	-2	3%	0%	4%	16%	-1	-0.1%	0%	7%	-4	0
O=C(c1c[nH]c2ccc(S(=O)(=O)N3CCC4(CC3)OCCO4)cc2c1=O)N1CCOCC1	5	3%	3%	2%	3%	-4	-0.8%	1%	5%	2	-8
O=C(CNC(=O)c1ccc2c(c1)OCCO2)N/N=C/c1cccc(Br)c1	-19	-3%	-4%	-2%	-9%	28	-0.2%	-10%	1%	2	-2
Cc1cc2c(cc1S(=O)(=O)N1CCN(c3ccccc3)CC1)OCC(=O)N2	-1	2%	/	5%	5%	-21	-0.3%	17%	1%	-3	8
O=C(c1ccc(Br)cc1)c1sc(N2CCOCC2)nc1-c1ccccc1	-4	0%	9%	1%	11%	-10	0.1%	0%	0%	-8	17
Cc1ccc(-n2ccnc2SCC(=O)N(CC(C)C)C2CCS(=O)(=O)C2)c(C)c1 (configuration not stated)	-2	-2%	-1%	0%	-17%	-11	-0.4%	5%	-1%	1	9
COc1ccc(CCNC(=O)COC(=O)C2COc3ccccc3O2)cc1 (configuration not stated)	?	/	/	-21%	5%	-23	0.1%	-5%	1%	/	4

Rows are unselected. About 2.4% of those tested had a hit in this group.
